# All columns: NCI-60 one-dose screen, growth in % after 48 h at 10 µM unless noted; 100 = growth as untreated, 0 = no growth, -100 = all killed.
# 786-0: 786-0 renal cancer cells | 5.1% of 81,000 active
# U251: U251 CNS tumor cells; 5.4% of 80,000 active; AID 1794753
# TK-10: TK-10 renal cancer cells; AID 1794769; 3.9% of 81,000 active
# SN12C: SN12C renal cancer cells; 3.8% of 81,000 active
# UO-31: UO-31 renal cancer | AID 1794768 | 5.2% of 81,000 active
# SF-295: SF-295 CNS cancer cells; 5.6% of 79,000 active
# CAKI-1: CAKI-1 renal cancer; AID 1794772; 4.7% of 75,000 active
# SF-268: SF-268 CNS cancer cells | 3.1% of 82,000 active | AID 1794759
# Active calls of the source: *; · = not tested or not shown; & = joins results of further samples; [ ] = dose if it differs, or a comment. How the source made its calls: active means growth percent below 10; inactive means the rest. Hits appear at their usual frequency. Share with any hit: about 9.2%.
Compound	786-0	U251	TK-10	SN12C	UO-31	SF-295	CAKI-1	SF-268
CCc1c(Nc2ccc(C)c(C)c2)[nH]c(N)nc1=S	99	96	114	97	97	96	90	104
Cc1cccc(C)c1Nc1ccc2nnc(-c3ccncc3)n2n1	110	100	108	95	91	94	103	98
N/N=C(/C(=O)c1ccccc1)c1ccccc1	107&96	103&99	90&102	109&106	91&104	112&99	114&97	107&103
O=C(CSc1nnc(Nc2ccccc2)s1)NCCc1ccc(F)cc1	96	105	128	103	48	102	106	109
CCOC(=O)C1=NC(Cc2c[nH]c3ccccc23)C(=O)N(c2ccc(Cl)cc2)N1 (stereo not given)	95	97	96	100	71	100	88	102
COc1cccc(-c2nc3occn3c2-c2ccnc(NCCNS(=O)(=O)c3cccc4ccccc34)n2)c1	98	108	123	103	86	106	87	97
Cc1nc2ccc(Cl)cc2[nH]1	96	99	140	99	83	109	86	100
C=C(C)[C@@H]1CC[C@]2(C(=O)O)CC[C@]3(C)[C@H](CC[C@@H]4[C@@]5(C)C[C@@H](CC#Cc6ccc(Cl)cc6)C(=O)C(C)(C)[C@@H]5CC[C@]43C)[C@@H]12	60	28	60	28	60	41	·	74
Nc1ccc(C(=O)Nc2ccc(Nc3ccncc3)cc2)c([N+](=O)[O-])c1	104	100	123	104	91	96	98	106
COc1ccc(-c2nsc3c2NC(=O)CC3c2cccc(Cl)c2)cc1 (stereo not given)	46	35	35	48	37	5.0*	18	57
COc1ccc2c(c1)O/C(=C/c1cccc(OCC(=O)c3ccccc3)c1)C2=O	95	93	114	93	89	224	79	81
Cc1ccc(S(=O)(=O)N(CCC(=O)O)CCC(=O)O)cc1	103	96	102	95	79	95	99	107

# Record cards (already shown). Screens in order: 786-0	U251	TK-10	SN12C	UO-31	SF-295	CAKI-1	SF-268
# COc1ccc2c(c1)O/C(=C/c1cccc(OCC(=O)c3ccccc3)c1)C2=O reads 95	93	114	93	89	224	79	81
# COc1cccc(-c2nc3occn3c2-c2ccnc(NCCNS(=O)(=O)c3cccc4ccccc34)n2)c1 reads 98	108	123	103	86	106	87	97
# COc1ccc(-c2nsc3c2NC(=O)CC3c2cccc(Cl)c2)cc1 (stereo not given) reads 46	35	35	48	37	5.0*	18	57
# Cc1cccc(C)c1Nc1ccc2nnc(-c3ccncc3)n2n1 reads 110	100	108	95	91	94	103	98

# Going on with the list:
Compound	786-0	U251	TK-10	SN12C	UO-31	SF-295	CAKI-1	SF-268
O=C(OCCO)c1ccccc1-c1c2cc3cc(Br)c(O)c(Br)c3oc-2c(Br)c(=O)c1Br	102	107	119	92	94	100	96	99
CN(C)CCN(Cc1ccco1)c1ccccn1	97&115	98&98	89&110	104&98	96&84	97&114	102	106&98
COC(=O)c1ccc2c(c1)nc(-c1ccc(Cl)cc1)n2-c1cc(C(C)(C)C)[nH]n1	46	38	87	79	42	43	50	68
C=CCOC(=O)c1ccc(C)cc1	101	94	95	99	89	99	·	94
O=C(O)CCCc1cn(Cc2cn(CC(=O)Nc3cc(Cl)c(Cl)cc3Cl)nn2)c2ccccc12	109	110	100	98	74	103	86	93
COc1cc2oc(-c3cccc(C(=O)Nc4ccc(Cl)cc4)c3)cc(=O)c2c(OCCNC(=O)CNC(=O)OC(C)(C)C)c1OC	76	75	84	54	50	51	34	82
CCCCC(O)Cn1ncc(C(=O)OCC)c1NC(=O)NCc1ccc(F)cc1 (stereo not given)	94	94	91	98	71	90	88	95
O=C1C(CCl)(CCl)CCC12CN=C(Cl)C2 (stereo not given)	107	100	98	102	94	99	95	104
C/C(=N\Nc1ccc(S(N)(=O)=O)cc1)c1cnn(-c2cc(=O)[nH]c3ccc(C)cc23)c1C	97	87	110	94	88	89	95	87
CCCc1nnc(NS(=O)(=O)c2ccc(C)cc2)o1	107	98	115	98	84	107	98	94
C#Cc1nc(/C=C/C(=O)c2nccn2C)cs1	-66*	-74*	-19*	-47*	-81*	-88*	-56*	-54*
COC(=O)C(CCC(=O)O)NC(=O)OCc1ccccc1 (stereo not given)	100	98	94	99	99	97	104	99

# Some of the entries so far, with values under each structure.
# Values in the order – 786-0	U251	TK-10	SN12C	UO-31	SF-295	CAKI-1	SF-268
C/C(=N\Nc1ccc(S(N)(=O)=O)cc1)c1cnn(-c2cc(=O)[nH]c3ccc(C)cc23)c1C
  97	87	110	94	88	89	95	87
CCCc1nnc(NS(=O)(=O)c2ccc(C)cc2)o1
  107	98	115	98	84	107	98	94
C#Cc1nc(/C=C/C(=O)c2nccn2C)cs1
  -66*	-74*	-19*	-47*	-81*	-88*	-56*	-54*
COC(=O)C(CCC(=O)O)NC(=O)OCc1ccccc1 (stereo not given)
  100	98	94	99	99	97	104	99

# Next structures
Compound	786-0	U251	TK-10	SN12C	UO-31	SF-295	CAKI-1	SF-268
O=C(O)COc1c(Cl)cc(Cl)cc1Cl	99	82	112	109	98	98	107	112
COc1ccc(-c2nc3cnccn3c2Nc2ccc(OC)c(OC)c2)cc1	97	96	101	98	87	90	90	106
COc1cc(/C=C/c2nnc(-c3cc(-c4ccc(Cl)c(Cl)c4)n[nH]3)o2)cc(OC)c1OC	92	107	121	102	88	103	93	·
COc1ccc(NS(=O)(=O)c2ccc(NC3=C(Cl)C(=O)c4nc(C)ccc4C3=O)cc2)nn1	105	95	109	94	92	103	100	101
CCCCCNC(C)COC(=O)c1ccc(N)cc1 (stereo not given)	104	100	111	98	77	113	88	109
O=c1c2ccccc2nc(SCCN2CCOCC2)n1CCc1ccccc1	96	98	119	102	87	88	95	103
CCn1c(SC/C(=N\O)c2ccccc2)nnc1-c1ccc(OC)c(OC)c1	115	101	106	99	85	146	103	101
C[C@@]12c3ccsc3CCN1C(c1ccccc1)=NN2c1ccccc1	96	84	98	90	79	97	87	101
O=C(CCl)N1CCN(C/C=C/c2ccccc2)CC1	101	91	86	65	93	105	99	88
C=CCC(O)CC=C	105	102	98	101	93	97	95	110
O=C(Nc1ccc(F)cc1)Nc1ccc(NC(=O)c2cc(=O)[nH]c3ccccc23)cc1	106	99	115	103	84	100	91	102
Nc1cc2c(cc1N)-c1ccccc1C2	100&89	90&90	108	101&76	73&59	99&156	80&57	93&87

# Looked up above.
# Under SF-295, `COc1cc(/C=C/c2nnc(-c3cc(-c4ccc(Cl)c(Cl)c4)n[nH]3)o2)cc(OC)c1OC` shows 103
# Under SF-268, `O=C(CCl)N1CCN(C/C=C/c2ccccc2)CC1` shows 88

# Other structures
Compound	786-0	U251	TK-10	SN12C	UO-31	SF-295	CAKI-1	SF-268
CN(c1ccccc1C(=O)O)S(=O)(=O)c1ccccc1	110	100	·	102	90	94	101	110
c1ccc(-c2ccc3cnc4sc(-c5ccccc5)nc4c3n2)cc1	106	92	136	102	85	108	102	103
Cn1cc(-c2nonc2-c2c[nH]c3ccccc23)c2ccccc21	23	12	48	23	16	8.4*	20	26
COc1ccc2c(c1)Oc1nc(N)c(C#N)c(N)c1C2Sc1ccc(SC)cc1 (stereo not given)	8.7*	14	-16*	22	5.1*	81	·	61
Nc1ncnc2c1ncn2CCOc1nc(-c2ccc(F)cc2)cc(-c2ccco2)n1	107	101	113	96	92	103	98	123
CCOC(=O)C1C(=O)C(=O)N(Cc2ccccc2)C1C(=O)OCC (stereo not given)	94	101	94	103	93	96	95	111
c1ccc(CN2CCc3c(sc4ncnc(Nc5ccccc5)c34)C2)cc1	95	100	130	92	58	99	73	94
O=C1/C(=C/c2c[nH]c(=O)[nH]c2=O)SC(=S)N1Cc1ccccc1	100	98	102	95	76	102	94	95
CC(=O)OC[C@]12CC[C@@H](C(C)=O)[C@@H]1[C@H]1CC[C@@H]3[C@@]4(C)CCCNC(C)(C)[C@@H]4CC[C@@]3(C)[C@]1(C)CC2	89	86	78	92	70	97	87	89
CCCCCCC1(C)NC(=O)NC1=O (stereo not given)	92&98&100	99&95&104	89&104&88	96&103&109	90&99&80	95&104&98	95&97	90&97&98
N#Cc1ccccc1Cn1c2nc(=N)c3ccccc3c-2nc2ccccc21	80	70	102	62	51	52	51	74
Nc1nc(-c2cccc(Br)c2)nn1-c1nc2ccccc2s1	107	101	140	97	92	100	94	97
O=C1/C(=C2\SC(=S)N(CCc3ccccc3)C2=O)SC(=S)N1CCc1ccccc1	103	97	108	98	84	98	93	108
CC(=O)O[C@H]1Cc2c([nH]c3ccccc23)[C@@H](c2ccc(Cl)cc2)N1C(=O)CCNC(C)(C)C	53	51	94	58	24	68	64	61
C=C1CCC2C3(C)COC(C)(C)OC3CCC2(C)C1C/C=C1/C(=O)OCC1OC(C)=O (stereo not given)	48	37	69	33	65	116	19	63
Cc1nc2c3c(ncn2n1)Oc1c(c(=O)[nH]c2ccccc12)C3c1ccc(Cl)cc1 (stereo not given)	·	94	105	97	65	96	84	86
Cc1ccc(C2(c3ccccc3)NC(=O)NC2=O)cc1 (stereo not given)	109	97	120	92	94	113	120	111
NC1=C(/C(N)=N/O)C(c2ccccc2Cl)c2ccc3ccccc3c2O1 (stereo not given)	102	98	106	97	65	105	54	86
CN(CCn1ccnc1[N+](=O)[O-])c1ccc(C=O)cc1	105	104	108	102	94	104	93	111
O/N=C/c1cccs1	102	·	118	106	89	95	92	111
O=C1Nc2ccccc2/C1=N\c1nnc(-c2ccc(Cl)cc2)o1	106	101	235	97	83	93	82	97
O=C1CC(c2cccc(F)c2)c2snc(-c3cccc(F)c3)c2N1 (stereo not given)	85	93	94	96	69	109	84	104
CCCCCCCCCCCC(=O)OCC1(C)COC(c2ccccc2)=N1 (stereo not given)	97	95	115	98	83	106	99	118
O=C(Nc1ccc(OCc2ccccc2)cc1)Nc1ccc(Cl)c(C(F)(F)F)c1	18	-10*	21	2.9*	-1.5*	-26*	3.7*	15

# A stretch taken from the entries so far:
Compound	786-0	U251	TK-10	SN12C	UO-31	SF-295	CAKI-1	SF-268
O=C1Nc2ccccc2/C1=N\c1nnc(-c2ccc(Cl)cc2)o1	106	101	235	97	83	93	82	97
O=C1CC(c2cccc(F)c2)c2snc(-c3cccc(F)c3)c2N1 (stereo not given)	85	93	94	96	69	109	84	104
CCCCCCCCCCCC(=O)OCC1(C)COC(c2ccccc2)=N1 (stereo not given)	97	95	115	98	83	106	99	118
O=C(Nc1ccc(OCc2ccccc2)cc1)Nc1ccc(Cl)c(C(F)(F)F)c1	18	-10*	21	2.9*	-1.5*	-26*	3.7*	15

# (next part)
Compound	786-0	U251	TK-10	SN12C	UO-31	SF-295	CAKI-1	SF-268
CNCCNC	101	·	104	104	84	·	110	96
CCOC(=O)C1(C(=O)OCC)CCN(S(=O)(=O)c2ccccc2)CC1	106	95	110	104	73	109	93	97
NS(=O)(=O)c1ccc(C(=O)N=Nc2c(O)[nH]c3ccc(Br)cc23)cc1	104	108	121	101	80	101	107	99
O=[N+]([O-])c1ccc2c(c1)/C(=N/O)c1ccccc1-2	92	94	94	111	74	94	80	93
CC(=O)CCNC1CCCCC1	104	102	93	103	92	100	·	98
CCN1/C(=C/C(C)=C/c2sc3ccc4ccccc4c3[n+]2CC)Sc2ccc3ccccc3c21	-88*	-94*	-97*	-85*	-90*	-93*	-98*	-91*
CCCOCCCNc1nc(N)nc(NCCCOCCC)n1	94	105	103	95	91	98	·	101
COc1ccc(-c2nsc3c2NC(=O)CC3c2cc3c(c(OC)c2OC)OCO3)cc1 (stereo not given)	78	82	74	87	58	70	65	80
CC1CCC(=O)C1 (stereo not given)	93	100	91	104	92	·	100	101
CCCN(CCC)CC(O)c1cc(C(F)(F)F)nc2c(C(F)(F)F)cccc12 (stereo not given)	88	87	100	90	45	·	78	95
Nc1ccc2c(c1)Cc1cc(NC(=O)C(F)(F)F)ccc1-2	108	96	106	98	76	100	96	96
Cc1ccsc1[C@@H]1C[C@H](O)Cc2ccc3ccccc3c2N1	104	98	96	94	66	116	82	102
Cc1cc(C)c(O)c(CNCc2ccccc2)c1	84	93	97	97	71	87	·	93
O=C(Nc1cccc(F)c1)c1cc(=O)[nH]c2cc(Br)ccc12	70	36	70	60	52	39	34	61
COc1ccc(C(=O)/C=C/Nc2ccc([N+](=O)[O-])cc2Br)cc1OC	87	98	96	92	94	91	99	101
NS(=O)(=O)c1ccc(CCn2c(-c3ccc(O)cc3)nc(-c3ccccc3)c2-c2ccccc2)cc1	104	110	92	103	90	103	94	100
CC(=O)Nc1ccc(-c2cn(-c3cccc(C(=O)Nc4cc(Cl)cc(Cl)c4)c3)nn2)cn1	118	111	128	131	108	111	99	115
C#CCOc1ccc2ncnc(NCc3cccc(NC(=O)C=C)c3)c2c1	91[8.25 µM]	100[8.25 µM]	95[8.25 µM]	91[8.25 µM]	89[8.25 µM]	108[8.25 µM]	112[8.25 µM]	92[8.25 µM]
O=C(NCc1ccc2c(c1)OCO2)c1cccc(Nc2cnccn2)c1	99	98	109	105	70	95	86	96
Cc1cc(Nc2nc(C(=O)N(C)C)nc3ccccc23)n[nH]1	99	112	107	102	93	98	82	109
